TTR transcr act = increases transthyretin transcription; SH-SY5Y TTR promoter Gaussia luciferase, luminescence; 100% = recombinant luciferase protein wells; activation, % at 16.7 µM; actives 1.3% (n = 92,000);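 active = activation above the mean of all tested compounds plus 3 SD, cut at about 9.5% in these data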;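 also: cells exposed to compounds for one day before reading; 0% = median of all test compound wells on the plate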
Starred values were filed as active, the others as inactive.

smiles | TTR transcr act
Cc1ccc(N2C(=O)C3ON(c4ccccc4)C(c4ccncc4)C3C2=O)c(C)c1 (stereo unspecified) | -1.7
Cc1cc(NS(=O)(=O)c2c(C)c(C)cc(C)c2C)no1 | -0.7
CCOc1ccc2[nH]c(C)c(CN(C)C)c(=O)c2c1 | 4.6
CC(=O)N1CCc2cc(S(=O)(=O)NCCC(=O)Nc3cccc(C)c3C)ccc21 | -1.2
CCn1c(SCCC(=O)Nc2ccccc2)nnc1-c1ccc(OC)cc1 | -1.1
COc1cc(OC)c2c(-c3ccccc3)cc(=O)oc2c1C(CCN1CCN(c2ccccc2)CC1)c1ccc(N(C)C)cc1 (stereo unspecified) | -3.0
Cc1c(Cl)cccc1-n1c(SCC(=O)N2CCC(C(=O)O)CC2)nc2ccccc2c1=O | 1.3
C=CCSc1nc2c(c(=O)[nH]1)C(c1ccccc1)C(C#N)=C(N)O2 (stereo unspecified) | -0.2
C[C@H]1CN([C@@H](C)CO)C(=O)c2cc(-c3ccccc3F)cnc2O[C@@H]1CN(C)C(=O)NC1CCCCC1 | 1.1
CCc1nc2nc(C)c(NS(=O)(=O)c3ccc(F)cc3)c(=O)n2[nH]1 | -0.1

Of the compounds above, 2 contain fluorine:
smiles | TTR transcr act
C[C@H]1CN([C@@H](C)CO)C(=O)c2cc(-c3ccccc3F)cnc2O[C@@H]1CN(C)C(=O)NC1CCCCC1 | 1.1
CCc1nc2nc(C)c(NS(=O)(=O)c3ccc(F)cc3)c(=O)n2[nH]1 | -0.1

Continuation.
smiles | TTR transcr act
COc1ccc(NC2CCCN(C(=O)C3=NN(C)C(=O)CC3)C2)cc1OC (stereo unspecified) | 0.7
COc1cccc(NC(=O)c2ccc3c(c2)C(=O)N(CC2CCCO2)C3=O)c1 (stereo unspecified) | -0.2
COc1cc(/C=C/c2cc(C(=O)O)c3ccccc3n2)cc(OC)c1O | 1.4
COc1ccc(CNC(=O)[C@@H]2CCCN2C(=O)[C@@H]2Cc3ccccc3CN2C(=O)OC(C)(C)C)cc1 | -0.2
O=C(O)c1nn(Cc2ncc(-c3cccc(Cl)c3)o2)c(=O)c2ccccc12 | 1.6
CCCCCc1nnc(NC(=O)c2ccc3nc[nH]c3c2)s1 | 1.2
O=C(Nc1cccc(Cl)c1)Nc1ccccc1C(=O)NCc1ccco1 | 0.2
CCC(C)(C)C1CCc2c(sc(N)c2C(N)=O)C1 (stereo unspecified) | -2.2
CCOC(=O)N1CCN(C(=O)/C(=C\c2ccc(SC)cc2)NC(=O)c2ccccc2)CC1 | 1.1
O=C1C=CN(C2OC(CO)C(O)C2O)C(=O)C1 (stereo unspecified) | 0.6

(list continues)
smiles | TTR transcr act
CSc1cccc(NC(=O)C2CCN(S(=O)(=O)c3cnc[nH]3)CC2)c1 | 0.8
O=C1c2ccccc2N2C(=O)c3ccccc3[C@H]2N1c1ccccc1 | 5.4
CC1Cc2ccccc2N1C(=O)Cn1c(=O)oc2cc(S(=O)(=O)NC3CCCC3)ccc21 (stereo unspecified) | -1.8
O=S(=O)(/N=C(/Nc1cccnc1Cl)c1ccccc1)c1ccccc1 | 0.5
COC(=O)/C=C(\Oc1ccccc1)C1(O)CCCCC1 | 0.3
Cc1cc(C)n(CCN(C)C(=O)C2CCC(=O)N(CCc3cccc(F)c3)C2)n1 (stereo unspecified) | -1.1
O=C(CSc1n[nH]c(=O)n1Cc1ccco1)c1ccc2c(c1)OCCO2 | -0.2
CC(C)(C)OC(=O)NCCCCCNC(=O)c1nc[nH]c1C(=O)N1CCN(C(=O)OC(C)(C)C)CC1 | 0.9
Cn1c(CCNC(=O)C2CCCCC2)nc2cc(NC(=O)c3cccs3)ccc21 | -1.4
CSc1nn2c(C(F)(F)F)cc(C(F)(F)F)nc2c1C(=O)O | -0.8

Continuation.
smiles | TTR transcr act
COc1cccc(C(=O)Nc2cnn(C(C)C)c2)c1 | 2.4
CCOc1cc(/C=N/NC(=O)N/N=C/c2ccc(O)c(OCC)c2)ccc1O | -1.9
COc1ccccc1CN1CC(C(=O)N2CCC(C(=O)c3ccccc3)CC2)CCC1=O (stereo unspecified) | 1.2
C=CCC(NC(C)c1ccccc1)c1ccco1 (stereo unspecified) | -2.0
COc1cccc(CNCc2ccccc2Br)c1OC | 2.6
CC1=C(C)CC(C(=O)NCCc2ccccc2)C(C(=O)O)C1 (stereo unspecified) | 1.7
CC(C)(C)[C@H]1CCC(=O)N([C@H](CN=[N+]=[N-])Cc2ccccc2)CC1 | -0.4
O=c1cc(O)c(-c2ccc(Cl)c(Cl)c2)c(Cl)[nH]1 | 0.8
COc1cc(C#N)ccc1OCC(=O)NCCC1=CCCCC1 | 1.1
COc1cccc(NC(=O)CN(C)C(C)C(=O)Nc2ccc(S(=O)(=O)N3CCCC3)cc2)c1 (stereo unspecified) | 3.6

(continued)
smiles | TTR transcr act
COc1ccc(CN2C(=O)CCC2(C)c2nnnn2-c2c(C)cccc2C)cc1OC (stereo unspecified) | 0.4
CC(c1ccon1)N(C)C(=O)CCc1nnc(C2(c3ccc(Cl)cc3)CCC2)o1 (stereo unspecified) | 1.9
CCCCCn1c(=O)c(C(=O)c2ccccc2)nc2ccccc21 | 1.4
CC(=O)c1cnn(-c2ccc(Cl)c(Cl)c2Cl)c1C | 1.1
CCOC(=O)CC(NS(=O)(=O)c1ccc(OC)c(OC)c1)c1cccc([N+](=O)[O-])c1 (stereo unspecified) | -0.2
CCN(CC)C(=O)CSc1nnc(-c2ccco2)n1Cc1ccco1 | 1.7
CN(C(=O)c1cccc(NC(=O)Cc2cccc(NC(=O)C3CCCN(C(=O)C4CCCC4)C3)c2)c1)C1CC1 (stereo unspecified) | 0.1
O=S(=O)(NCCCN1CCOCC1)c1ccc(F)c(Cl)c1 | 14*
CCn1c(CN2CCOCC2)nnc1SCC(=O)Nc1cccc(C)c1 | 21*
COc1ccc(C)cc1-n1nnnc1SCC(=O)c1cc(C)n(Cc2ccco2)c1C | 1.8

The results go on.
smiles | TTR transcr act
O=C(NNC1=Nc2ccccc2SC1)c1ccc(F)cc1 | -2.7
O=c1ccc(/C=C/c2ccccc2)nn1Cc1ccc(Cl)cc1Cl | -0.1
Nc1c(N(Cc2ccccc2)C(=O)COc2ccc([N+](=O)[O-])cc2)c(=O)[nH]c(=O)n1Cc1ccccc1 | 1.7
Cc1cn(-c2cccnc2)c(C)c1CNC[C@H]1O[C@@H](n2cnc3c(N)ncnc32)[C@H](O)[C@@H]1O | -0.6
Cc1cccc(N2C(=O)C(Cc3ccccc3)NC2=S)c1 (stereo unspecified) | -0.2
COCc1c(C(=O)N/N=C(/C)c2ccccc2)nnn1-c1nonc1N | 2.7
CCCc1cc(=O)[nH]c(Nc2cc(OC)ccc2OC)n1 | -0.3
O=C(CCC(=O)OCC(=O)c1ccc(F)cc1)NC1CCCCC1 | 1.3
COc1cc(/C=N/NC(=O)c2cccc(NC(=O)c3ccccc3Cl)c2)ccc1O | 0.3
Cc1cc(C)c2sc(NNC(=O)C3COc4ccccc4O3)nc2c1 (stereo unspecified) | 1.0

Continuation.
smiles | TTR transcr act
CN(C(=O)CSc1nc(N)nn1-c1ccccc1)c1ccccc1 | 4.9
CC(=O)C[C@H]1c2cc(C(F)(F)F)ccc2S(=O)(=O)N1C1CCCCC1 | -1.7
O=c1c2ccc(Cl)cc2nc(-c2cccc(C(F)(F)F)c2)n1O | -6.7
O=C(CSc1nnc(-c2ccccc2)o1)Oc1ccc(Br)cc1 | 0.4
O=C(CC(NC(=O)OCc1ccccc1)C(=O)OCc1ccccc1)OCc1ccccc1 (stereo unspecified) | -1.7
CCOC(=O)c1c[nH]c2ccc3ccccc3c2c1=O | -1.2
COCCN(CCOC)Cc1c(C)[nH]c2c(C)c(C)ccc2c1=O | -1.5
O=C(NN1C(=O)c2ccccc2C1=O)c1ccncc1 | 1.1
CCC(NC(=O)c1cccc(Cn2cc([N+](=O)[O-])cn2)c1)c1ccc(C(C)C)cc1 (stereo unspecified) | -1.2
CCOC(=O)c1c(S(=O)(=O)NCCc2ccc(OC)c(OC)c2)c(C)n(C)c1C | -0.1

Carrying on.
smiles | TTR transcr act
CN1C(=O)c2ccc(Oc3ccccc3)cc2C1=O | 2.2
CN(C)/C=C(\C=O)c1cccc(Cl)c1 | 1.9
FC(F)(F)Oc1cccc(Cn2ccc3ccc(-c4ccc5ccn(Cc6cccc(OC(F)(F)F)c6)c5c4)cc32)c1 | 0.4
CS(=O)(=O)Cc1ccc(C(=O)NC(c2ccccc2)c2ccccc2)cc1 | -1.1
CCCn1c(=O)c(C(=O)Nc2cccc(C)c2)c(O)c2ccccc21 | -1.4
CCC(c1nnnn1Cc1ccco1)N(Cc1ccccc1OC)Cc1cc2cc(C)ccc2[nH]c1=O (stereo unspecified) | 6.6
CN(C)c1ccc(C(=O)N2CC(=O)N(CCc3ccccc3)C(=O)C2)cc1 | 4.2
CC1(C)CC2CC(C)(CN2/C=N/c2sc3c(c2C#N)CC(C)(C)NC3(C)C)C1 (stereo unspecified) | -0.1
CNC(=O)c1nnc(Cc2ccc(Cl)cc2)o1 | -1.0
COc1ccc([N+](=O)[O-])cc1NC(=O)COC(=O)c1ccccc1O | -0.7

Additional entries follow.
smiles | TTR transcr act
COc1ccc(CCNc2nc(=O)[nH]nc2C)cc1OC | -0.7
O=C(Nc1ccc(F)cc1)c1nc[nH]c1C(=O)Nc1ccccc1[N+](=O)[O-] | -2.2
CC(C)n1c(Sc2nccn2C)nc2c1c(=O)n(C)c(=O)n2C | 1.0
Cc1cccc(N(C)c2ncnc3onc(-c4ccc(F)cc4)c23)c1C | 13*
CC1(c2nnnn2Cc2ccccc2)CCC(=O)N1CCCN1CCOCC1 (stereo unspecified) | 3.8
c1ccc2c(c1)CCN(c1nc(CN3CCOCC3)nc3sc4c(c13)CCCC4)C2 | -1.1
Cc1ccc(C(=O)C(OC(=O)c2c(C)cc(=O)oc2C)c2ccccc2)cc1 (stereo unspecified) | -3.4
CN(Cc1ccccc1)C(=O)c1ccc(NC(=O)Cc2ccc(NC(=O)C3CCCN(C(=O)CCc4ccccc4)C3)cc2)cc1 (stereo unspecified) | -3.2
CCOc1ccc(OCC)c(NC(=O)C2CCCN(C(=O)c3ccc(Cl)cc3)C2)c1 (stereo unspecified) | 11*
c1cc2ccn(CC3CC3)c2cc1-c1ccc2ccn(CC3CC3)c2c1 | 7.3

The list goes on.
smiles | TTR transcr act
CC(C)OC(=O)c1cc(-c2ccc(C=O)o2)ccc1Cl | 0.0
COc1ccccc1CNC(=O)COC(=O)Cc1ccc(Br)cc1 | -1.5
O=C(NC1CCCC1)c1ccc(CNc2c(N3CCOCC3)c(=O)c2=O)cc1 | -0.1
COc1ccc(NC(=O)C(c2ccc(OC)cc2)n2c(=O)c(-c3ccco3)nc3ccccc32)cc1 (stereo unspecified) | -0.4
Cc1cccc(C)c1NC(=O)C1c2ccccc2OCC(=O)N1Cc1ccco1 (stereo unspecified) | 2.0
COc1cc(C(=O)N/N=C/c2sc(=O)n(-c3ccccc3)c2Cl)cc(OC)c1OC | -2.4
CCN(CC)c1nc(C)c(C(C)=O)cc1C#N | 2.2
CCOC(=O)C1C(=O)C=C(c2ccccc2)CC1c1ccccc1 (stereo unspecified) | 0.0
CCN(CC(=O)Nc1c(F)cccc1F)C(=O)c1n[nH]c2ccccc12 | -0.5
CC(C)N1CC(C(=O)Nc2ccc(Cl)c([N+](=O)[O-])c2)CC1=O (stereo unspecified) | 0.0

Following part.
smiles | TTR transcr act
Cc1ccc(NC(=O)CO/N=C/c2ccc(N(C)C)cc2)cc1 | -2.5
CC(C)(C)c1cc(-c2nc(N)nc(N)n2)c(O)c(C(C)(C)C)c1 | -1.5
O=C(NCCNC(=O)C(F)(F)F)c1ccncc1 | -1.5
COc1ccc(Cn2ccc3ccc(-c4ccc5ccn(C(=O)c6ccc(C)cc6)c5c4)cc32)cc1 | -0.6
COc1cccc(-c2cccc(-c3nc(C(=O)NCCCN4CCOCC4)cc4c3[C@H](CCO)N(S(=O)C(C)(C)C)C4)c2)c1 (stereo partly specified) | 0.4
Cc1ccc(S(=O)(=O)N2CCOCC2)cc1NC(=O)CSc1nc(N)cc(=O)[nH]1 | -1.9
COc1ccc(Oc2nc3ccccc3nc2C(F)(F)F)cc1 | 1.1
CC(NC(=O)C(C)N1CCN(Cc2ccccc2)CC1)c1ccc(F)cc1 (stereo unspecified) | 0.5
O=C/C(=C\Nc1ccc(Br)cc1)c1nc2ccccc2o1 | 2.6
Cc1ccc(S(=O)(=O)Oc2ccccc2/C=C2/SC(=O)NC2=O)cc1 | -0.8

Part of the list above, field by field:
CC(C)(C)c1cc(-c2nc(N)nc(N)n2)c(O)c(C(C)(C)C)c1
  TTR transcr act: -1.5
O=C(NCCNC(=O)C(F)(F)F)c1ccncc1
  TTR transcr act: -1.5
COc1ccc(Cn2ccc3ccc(-c4ccc5ccn(C(=O)c6ccc(C)cc6)c5c4)cc32)cc1
  TTR transcr act: -0.6
COc1cccc(-c2cccc(-c3nc(C(=O)NCCCN4CCOCC4)cc4c3[C@H](CCO)N(S(=O)C(C)(C)C)C4)c2)c1 (stereo partly specified)
  TTR transcr act: 0.4

(continued)
smiles | TTR transcr act
Cc1ccc(CCNC(=O)c2nnn(-c3cccc(C)c3)c2N)cc1 | -0.8
O=C1CC(c2ccco2)CC(O)=C1C=NCCN1CCNCC1 (stereo unspecified) | 6.3
CCOc1ccc(NC(=O)CN(C)C(=O)Cc2n[nH]c(=O)c3ccccc23)cc1OCC | 0.4
COC(=O)c1cc(S(=O)(=O)Nc2ccsc2C(=O)OC)oc1C | 1.2
Cc1nc2cc(-c3cccs3)nn2c(NCC(C)(C)CN(C)C)c1C | 1.0
O=[N+]([O-])c1ccc(O)c(N=Cc2sc3ccccc3c2O)c1 | 1.0
CCOC(=O)N1CCC(NC(=O)c2ccc3c(c2)N=C(C)c2c(C)ccc(C)c2S3)CC1 | -1.7

High-throughput results as filed in PubChem.

Only part of the results is shown. The share of hits here may be higher or lower than overall.
